INS-1E GSIS act – GLuc luminescence reporter in INS-1E cells, primary screen for activators of glucose-dependent secretion of insulin; INS-1E GLuc reporter insulin secretion, 2-3 h; activation, % at 16.6 µM; actives 0.61% (n = 370,000); AID 743287;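 active = lowest replicate activation of at least 40%, so every replicate reaches that level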;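 note: 0% = median of neutral control wells and 100% = median of IBMX positive control wells; some compounds called inactive have numbers as strong as hits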
Xi reactivation – X-chromosome reactivation activator. XiGFP mouse fibroblasts, % GFP-positive cells imaging, 3 d; cells co-treated with 5-aza-dC sensitizer; scaled so ellipticine positive control = 100%. activation, % at 7.58 µM. actives 0.055% (n = 360,000). AID 743238;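 active = mean normalized replicate activation at least 10% and every replicate at or above 10%; inconclusive = only one of the two criteria met; inactive = mean below 10% and not all replicates reach 10%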;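 note: 0% = median of on-plate neutral control wells and 100% = ellipticine 6 µM median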
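Material: XiGFP fibroblasts, SV40-immortalized. Buffer or medium: DMEM plus 5-aza-dC sensitizer. Compound: single concentration per compound, delivered by pin transfer. Times: 3 days compound exposure. Controls: ellipticine 6 µM.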
ARNT-TACC3 inh – disrupts binding between human ARNT and TACC3 | Q9Y6A5 | AlphaScreen His-ARNT PAS-B/GST-TACC3 binding, luminescence; TACC3 fragment carries E629A point mutation | inhibition, % at 9.99 µM | actives 0.66% (n = 390,000) | AID 623870;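 active = mean inhibition of replicates at least 50% and at least half of replicates each reaching 50%; inconclusive = half or more replicates reach 50% but mean below 50%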;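 note: 0% = complete ARNT plus TACC3 wells and 100% = ARNT alone without TACC3; many hits fall short of the cut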
RAD52 anneal inh – RAD52 (human) annealing inhibition; inhibition, % at 18.7 µM; recombinant RAD52 DNA annealing, FRET fluorescence; AID 651710; P43351; actives 0.46% (n = 360,000);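 active = every replicate showing at least 50% inhibition; inconclusive = mean inhibition at least 50% but not in every replicate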
ERAP1 HTS inh – inhibitors of human ERAP1 aminopeptidase; Q9NZ08; recombinant ERAP1, Leu-AMC fluorescence, 60 min; inhibition, % at 10.7 µM; actives 0.15% (n = 340,000);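 active = mean replicate inhibition of at least 30%, or all replicates individually reaching that 30% level; inactive = mean below 30% and not every replicate reaching it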;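 note: 0% = neutral control wells and 100% = L-leucinethiol positive control wells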
esBAF inh – blocks esBAF chromatin remodeling in mouse ES cells | Bmi1-luciferase knock-in reporter, 24 h; 100% = twice the neutral-well signal | reporter increase, % at 12.5 µM | actives 2% (n = 350,000) | AID 602393; in the data active = activation above about 40%; inconclusive = no clear call, values can overlap the other calls;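 note: 0% = median of the plate's neutral control wells and 100% = double that signal; a rise in the Bmi1 reporter signal indicates esBAF inhibition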
RAD54 inh – blocks human RAD54 Holliday junction branch migration | Q92698 | FAM/BHQ fluorescence | inhibition, % at 10.4 µM | actives 0.14% (n = 360,000) | AID 602329;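 active = mean normalized replicate activity at least 40 and at least half of replicates scoring 40 or more; inconclusive = only one of the two criteria met; inactive = mean below 40 and under half of replicates reaching 40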;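 note: 0% = median of neutral control wells and 100% = median of positive control wells; inhibitors cause a drop in the FAM fluorescence signal; in these data hits start at about 50%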
Target sequence (Q92698 whole entry, looked up): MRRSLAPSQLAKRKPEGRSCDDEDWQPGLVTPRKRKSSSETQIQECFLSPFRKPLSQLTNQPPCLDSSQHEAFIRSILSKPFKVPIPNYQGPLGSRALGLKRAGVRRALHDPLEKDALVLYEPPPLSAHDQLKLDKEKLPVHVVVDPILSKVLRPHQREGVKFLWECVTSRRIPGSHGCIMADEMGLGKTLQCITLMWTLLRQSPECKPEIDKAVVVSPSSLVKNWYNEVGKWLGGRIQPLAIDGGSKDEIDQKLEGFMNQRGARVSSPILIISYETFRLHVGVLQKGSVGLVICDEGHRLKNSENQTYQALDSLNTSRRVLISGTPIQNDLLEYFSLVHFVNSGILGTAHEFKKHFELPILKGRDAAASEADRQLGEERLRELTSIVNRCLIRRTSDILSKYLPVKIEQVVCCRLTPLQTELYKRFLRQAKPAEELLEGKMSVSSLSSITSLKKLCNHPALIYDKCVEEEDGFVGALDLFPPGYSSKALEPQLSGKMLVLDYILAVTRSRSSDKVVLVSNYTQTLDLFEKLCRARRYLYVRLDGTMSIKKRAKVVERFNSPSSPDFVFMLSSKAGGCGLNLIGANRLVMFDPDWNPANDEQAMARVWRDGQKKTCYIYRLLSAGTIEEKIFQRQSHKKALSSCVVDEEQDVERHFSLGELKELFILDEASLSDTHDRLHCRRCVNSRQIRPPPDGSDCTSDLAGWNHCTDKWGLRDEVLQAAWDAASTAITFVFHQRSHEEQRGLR
F508del corr – CFTR F508del correction in bronchial cells; AID 720511; actives 0.36% (n = 350,000); CFBE cells, YFP halide quenching; stimulated with forskolin plus potentiator P3; % fluorescence drop versus neutral controls; activity (quench increase), % at 7.58 µM;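 active = mean added fluorescence quench of at least 8% versus neutral control, with both replicates also reaching 8%; inconclusive = only one of the mean or replicate conditions met; inactive = mean below 8% and not both replicates reaching 8%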;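 note: cells transiently co-express mutant CFTR-F508del with the halide-sensitive YFP; corrector assay measuring rescue of mutant channel to the surface after 24 h compound exposure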
The depositor's hits bear a star; ? = inconclusive; / = not tested or not shown.

Start of the data: the first two compounds (preview)
Order of results – INS-1E GSIS act | Xi reactivation | ARNT-TACC3 inh | RAD52 anneal inh | ERAP1 HTS inh | esBAF inh | RAD54 inh | F508del corr
> C[C@@H]1CN([C@H](C)CO)C(=O)Cc2cc(NC(=O)NC3CCCCC3)ccc2O[C@@H]1CN(C)Cc1ccncc1
    / | / | -12 | 4 | 5 | -6 | 1 | 3.3
> CCC(=O)N1[C@H](CO)[C@@H](c2ccccc2)[C@H]1CN(C)C(=O)CN1CCOCC1
    11 | 0.2 | -2 | -17 | / | -5 | 4 | 1.2

Results (from the top)
Order of results – INS-1E GSIS act | Xi reactivation | ARNT-TACC3 inh | RAD52 anneal inh | ERAP1 HTS inh | esBAF inh | RAD54 inh | F508del corr
> C[C@@H]1CN([C@H](C)CO)C(=O)Cc2cc(NC(=O)NC3CCCCC3)ccc2O[C@@H]1CN(C)Cc1ccncc1
    / | / | -12 | 4 | 5 | -6 | 1 | 3.3
> CCC(=O)N1[C@H](CO)[C@@H](c2ccccc2)[C@H]1CN(C)C(=O)CN1CCOCC1
    11 | 0.2 | -2 | -17 | / | -5 | 4 | 1.2
> Cc1ccc(S(=O)(=O)N2CCCCC2)cc1C(=O)OC(C)C(=O)NC1CCCCC1C (stereo not given)
    -30 | 0.1 | / | -5 | -8 | 2 | -12 | -1.2
> CC(=O)c1cccc(-c2ccnc3c2CC(C(=O)NCC2CCOCC2)O3)c1 (stereo not given)
    -12 | 0.0 | / | -44 | -4 | -17 | 0 | 7.5
> CC1CC(C)CN(C2CCCCC2NS(=O)(=O)c2ccc(Cl)cc2)C1 (stereo not given)
    14 | 0.1 | -1 | -9 | 2 | 1 | -6 | -0.1
> COCCNc1ncnc2c1ncn2[C@H]1CN(Cc2cc(OC)c(OC)c(OC)c2)C[C@@H](CO)O1
    / | -0.1 | / | -11 | -6 | -7 | 1 | 0.3
> CN1C(=O)c2cc(NC(=O)c3cccs3)ccc2OC[C@H]2O[C@H](CC(=O)N3CCCCC3)CC[C@@H]21
    -1 | 0.2 | 1 | 2 | 0 | 2 | 2 | 2.1
> COc1ccc(Nc2c3c(nc4ccccc24)CCC3)c(OC)c1
    13 | 0.0 | 9 | 19 | -2 | 2 | 18 | 4.1
> Cc1cccc(NC(=O)COn2nnc3ccc(S(C)(=O)=O)cc32)c1
    4 | 0.1 | 3 | -11 | 5 | -6 | -1 | -2.9
> CCOc1cccc2cc(C(=O)Oc3ccc(OC)cc3)c(=O)oc12
    -14 | 0.2 | 3 | 2 | -1 | -5 | 0 | -0.8
> O=C(C[C@@H]1CC[C@H]2NC[C@@H](O)COC[C@@H]2O1)NCCN1CCCCC1
    10 | 0.0 | 1 | -7 | 2 | 9 | 12 | -2.7
> C[C@@H]1CN([C@@H](C)CO)S(=O)(=O)c2ccc(C#CC3CC3)cc2O[C@H]1CN(C)C(=O)c1cccc(F)c1
    -48 | -0.9 | 7 | 3 | 0 | 2 | -1 | 1.8
> CCOC(=O)c1ccccc1NC(=O)C1CC(=O)N(c2ccccc2)C1 (stereo not given)
    -3 | 0.1 | / | -15 | -2 | -17 | -9 | -2.8
> O=C(c1ccncc1)N1CC(=O)N2[C@@H](CO)[C@@H](c3ccc(-c4ccccc4F)cc3)[C@@H]2C1
    -3 | 0.0 | / | -10 | 4 | / | / | 1.8
> CC(C)(C)CC(=O)Nc1cccc(-c2cn3cccnc3n2)c1
    -6 | 0.2 | -2 | -15 | 5 | / | / | -4.3
> CCCCn1c(N)c(N(CCOC)C(=O)C(C)Oc2ccc(Cl)cc2)c(=O)[nH]c1=O (stereo not given)
    0 | 0.3 | 0 | -9 | -5 | -3 | 2 | 0.5
> COc1ccc(C2CC(c3cccs3)=NN2C(=O)CSC2=NN3CCCC(=O)N=C3S2)cc1 (stereo not given)
    -13 | -0.1 | -1 | -11 | 1 | 10 | -8 | 2.2
> O=C(Cc1ccccc1)N1CC(=O)N2[C@H](C1)[C@@H](c1ccc(C3=CCCC3)cc1)[C@@H]2CO
    1 | 0.2 | / | -9 | 1 | / | / | -2.3
> COc1ccc(NC(=O)N(C)C[C@H]2Oc3ncc(C#CC(C)C)cc3C(=O)N([C@H](C)CO)C[C@H]2C)cc1
    2 | -1.1 | 14 | 6 | 1 | 3 | 5 | 0.2
> C[C@@H]1CN([C@@H](C)CO)C(=O)Cc2cc(N(C)C)ccc2O[C@H]1CN(C)C(=O)Nc1ccc2c(c1)OCO2
    11 | -0.8 | 2 | 3 | 1 | -3 | 3 | -0.2
> CCOc1cc(S(=O)(=O)NCc2ccccn2)ccc1Cl
    2 | / | -1 | 5 | 6 | 11 | -2 | -3.8
> Cc1cc(C)cc(NS(=O)(=O)CCCS(=O)(=O)Nc2cc(C)cc(C)c2)c1
    -20 | 0.0 | -2 | -7 | 2 | -13 | -2 | 0.4
> CCc1ccc(NC(=O)CSc2nnc(C3CC3)n2CC2CCCO2)cc1 (stereo not given)
    0 | 0.1 | 0 | -13 | 0 | 4 | -4 | -1.7
> CCOc1ccc(C(=O)NCCc2cnc[nH]2)cc1
    16 | -0.1 | -6 | -11 | 2 | 8 | -4 | -0.7
> CC12CCC(C(=O)Nc3c(Cl)cccc3Cl)(C(Br)C1=O)C2(C)C (stereo not given)
    -1 | 0.7 | 0 | -1 | 0 | / | / | /
> N#C[C@H]1[C@@H](c2ccccc2)[C@H](CO)N1C(=O)c1cccnc1
    9 | 0.4 | -17 | -4 | -1 | 3 | -23 | -0.1
> C[C@H](CO)N1C[C@H](C)[C@H](CN(C)Cc2ccc(Oc3ccccc3)cc2)Oc2c(NS(=O)(=O)c3ccc(F)cc3)cccc2C1=O
    -31 | -0.9 | / | / | / | -2 | / | 0.0
> Cc1cccc(-c2nc3c(c(SCC(=O)N4CCOCC4)n2)COC(C)(C)C3)c1
    -6 | 0.0 | 0 | -16 | -1 | 2 | / | -2.7
> Cc1ccc(C)c(OCCC(=O)OCC(=O)N2c3ccccc3NC(=O)C2(C)C)c1
    -32 | 0.2 | 2 | -18 | 24 | 1 | -9 | -0.7
> C[C@H](CO)N1C[C@H](C)[C@H](CN(C)C(=O)CN(C)C)Oc2ncc(C3=CCCC3)cc2C1=O
    21 | -0.7 | -1 | -6 | 1 | 6 | 0 | -0.8
> CN(c1ccc(NC(=O)Cc2cn(C)c3ccccc23)cc1)c1ccccn1
    -22 | 0.3 | / | -32 | -3 | / | / | 1.9
> CCc1cc2c(NCC3CCCO3)ncnc2s1 (stereo not given)
    20 | / | 5 | / | / | 9 | -5 | /
> Cn1c(=O)cc(SCC(=O)NCc2ccc(F)cc2)c2ccccc21
    3 | 0.1 | -3 | -7 | -3 | / | / | 0.7
> COC(=O)c1cccc(NC(=O)Nc2ccc(Cl)c(Cl)c2)c1
    -31 | / | -12 | -15 | 0 | 71* | -6 | -2.1
> CCN(CC)C(=O)C1CCCN(Cc2ccc(F)c(F)c2)C1 (stereo not given)
    15 | / | -4 | / | / | -5 | 5 | /
> C[C@H]1CN([C@@H](C)CO)C(=O)c2cc(-c3cccc(F)c3)cnc2O[C@H]1CN(C)C(=O)Nc1ccccc1F
    -6 | -1.0 | -3 | 7 | 4 | -5 | 3 | -0.7
> O=C1CCC/C(=N\NC(=O)NC2CCCCC2)C1
    -8 | -0.1 | 6 | -12 | 0 | / | / | -0.4
> O=C(N[C@H]1CC[C@@H](CCNS(=O)(=O)c2ccc(Cl)cc2)O[C@@H]1CO)c1cccnc1
    16 | -0.2 | 9 | -4 | -2 | -1 | -6 | -2.5
> O=C(N/N=C/C=C\c1ccccc1[N+](=O)[O-])c1ccccn1
    7 | 0.0 | 13 | -4 | 0 | / | -6 | -0.1
> Cc1c(CC(=O)NCC(=O)N[C@H](Cc2ccccc2)C(=O)O)c(=O)oc2cc(O)ccc12
    0 | / | -2 | -6 | 26 | 3 | -6 | -1.5
> C[C@H](CO)N1C[C@H](C)[C@H](CN(C)S(=O)(=O)c2cn(C)cn2)Oc2ccc(NS(=O)(=O)c3ccccc3)cc2CC1=O
    35 | -0.1 | -1 | -1 | 1 | -1 | -6 | 0.2
> CCn1cc(C(=O)NN)c(=O)c2cc(F)c(N3CCN(C)CC3)cc21
    33 | 0.0 | 0 | 97* | 2 | -2 | 3 | 1.9
> C[C@@H]1CN([C@@H](C)CO)C(=O)c2cc(NS(=O)(=O)c3ccccc3)ccc2O[C@@H](C)CCCCO[C@H]1CN(C)S(=O)(=O)c1cccs1
    -38 | 0.1 | 25 | -20 | 1 | -6 | -2 | -1.5
> Cn1c(=NC(=O)C2CC2)sc2cccc(F)c21
    47 | 0.1 | 0 | 8 | -2 | 6 | 9 | -1.7
> O=C(Nc1cccc([N+](=O)[O-])c1)c1cc(S(=O)(=O)N2CCOCC2)cs1
    13 | 0.0 | -4 | -2 | -5 | / | 57* | 1.5
> Cc1noc(C)c1CSCC(=O)Nc1cc(S(=O)(=O)N2CCCCC2)ccc1OC(C)C
    -20 | 0.1 | 2 | -31 | 2 | / | / | -2.3
> C[C@@H]1NS(=O)(=O)[C@H]2C[C@@H]3C=C[C@]2(O3)[C@H]1OC(=O)c1ccc(C(C)(C)C)cc1
    -13 | 0.0 | 29 | -13 | -1 | -1 | -6 | 0.5
> COc1ccc(-c2ccc3c(c2)O[C@H](CN(C)CC2CCOCC2)[C@H](C)CN([C@@H](C)CO)S3(=O)=O)cc1
    10 | -0.3 | -5 | 0 | -1 | -2 | 4 | -4.1
> CCOc1cc(/C=C2\C(=N)N3N=C(S(=O)(=O)CC)SC3=NC2=O)ccc1OC(=O)c1ccco1
    / | 0.1 | 8 | -118 | 7 | -2 | -8 | 0.3
> COCCOC(=O)c1c(C)oc2ccc(OS(C)(=O)=O)cc12
    12 | -0.1 | -1 | 7 | 0 | / | / | -2.3
> CC(CNC(=O)COc1ccc2c(c1)OCO2)c1ccccc1 (stereo not given)
    -5 | 0.0 | -1 | -13 | -2 | 1 | -4 | 3.0
> O=C(Nc1ccc2c(c1)[C@H]1C[C@H](CC(=O)N3CCOCC3)O[C@H](CO)[C@H]1O2)C1CCOCC1
    10 | 0.6 | -9 | -5 | 2 | -1 | 5 | -0.6
> O=C(Nc1ccc(F)cc1)N1CCN(CCc2ccccc2)CC1
    -30 | -0.1 | 0 | -11 | -4 | 1 | / | /
> C[C@@H]1CCCCO[C@@H](CN(C)Cc2ccncc2)[C@@H](C)CN([C@@H](C)CO)C(=O)c2cc(NC(=O)Nc3ccc4c(c3)OCO4)ccc2O1
    -9 | 0.1 | 13 | 14 | 1 | ? | -4 | 0.0
> O=C(N[C@H]1C=C[C@@H](CC(=O)N2CCOCC2)O[C@H]1CO)c1cccc(F)c1
    8 | -0.2 | -1 | 7 | 0 | 0 | 2 | 0.9
> C=CCSc1nc2ccccc2c(=O)[nH]1
    11 | 0.0 | -5 | -19 | 0 | 3 | 1 | 4.8
> Nc1nc2ccccc2cc1C(=O)NCc1ccc(-c2ccccc2)cc1
    -43 | 0.1 | / | -7 | 0 | / | / | 1.7
> COc1ccc(S(=O)(=O)N2CCC(NC(=O)C3CCCCC3)CC2)cc1
    7 | -0.1 | -6 | 9 | 6 | -6 | -18 | -2.9

Bioassay records from PubChem BioAssay.
